Bioassay records as filed in PubChem.
HT1080 IDH1KD tx: qHTS for induction of synthetic lethality in tumor cells producing 2HG: qHTS for the HT-1080-IDH1KD cell line; HT-1080 IDH1 knockdown viability, ATP luminescence, 48 h; Potency, µM (highest dose often 46.1 µM), for the others: at the top dose activity, negative = toxicity, usual class: cytotoxic; 2% of 360,000 active;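 further: potency means the concentration at half of the fitted maximal effect; 0% = DMSO wells and -100% = cell-free medium wells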
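HT-1080-IDH1KD cells (IDH1 knocked down), 750/well in RPMI with 5% FBS, treated with compound 48 h at 37 degrees C. Viability by CellTiter-Glo luminescence, normalised to DMSO and no-cell wells; concentration-response curves classed.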
KB-3-1 cytotox: qHTS assay for MDR1-selective chemotherapeutics: Primary screen using the parental adenocarcinoma cell KB-3-1 | KB-3-1 viability, CellTiter-Glo ATP luminescence, 72 h | Potency, µM (highest dose often 46.1 µM), inactives show at the top dose activity change, negative = cytotoxic, hits mostly cytotoxic | 1.4% of 400,000 active | AID 1347075, 2019; further: potency means the concentration at half of the fitted maximal effect; on the % scale 0 is the no-effect control and ±100 the full control effect; nearly all actives have a fitted effect of over 60% in size
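Cytotoxicity in the drug-sensitive parental line KB-3-1 was scored as loss of CellTiter-Glo luminescence following 72 h incubation with compound. Values come from curve fitting of normalized concentration-response data.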
DRD3 agonist: qHTS of D3 Dopamine Receptor Agonist: qHTS; D(3) dopamine receptor (Homo sapiens), P35462; max activation, %; 0.58% of 410,000 active; D3R DiscoveRx beta-arrestin cells, luminescence, 90 min; AID 652048, 2013; in the data active means max activation above about 30%; further: 0% is about no effect; mostly tested at two doses, the higher about 12 µM
Target sequence (P35462 whole entry, looked up): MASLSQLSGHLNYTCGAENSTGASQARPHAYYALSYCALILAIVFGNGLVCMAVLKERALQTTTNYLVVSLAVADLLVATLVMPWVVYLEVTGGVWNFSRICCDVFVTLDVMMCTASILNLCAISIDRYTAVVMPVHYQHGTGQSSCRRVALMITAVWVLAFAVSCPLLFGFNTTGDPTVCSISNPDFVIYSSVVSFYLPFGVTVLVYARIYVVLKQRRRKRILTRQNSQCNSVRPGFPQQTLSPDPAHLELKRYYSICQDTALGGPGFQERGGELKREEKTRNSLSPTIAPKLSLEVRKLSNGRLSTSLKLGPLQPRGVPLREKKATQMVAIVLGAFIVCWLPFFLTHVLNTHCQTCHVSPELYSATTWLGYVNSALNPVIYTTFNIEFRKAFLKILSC
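Agonist mode: compounds and dopamine controls were applied to plated cells for 90 min at 37 degrees C after an overnight attachment at 1500 cells/well. Luminescent read-out followed 30 - 60 minutes at room temperature with DiscoveRx detection reagent.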
MCF10A rerep: A quantitative high throughput screen for small molecules that induce DNA re-replication in MCF 10a normal breast cells; MCF 10A DNA re-replication, Hoechst nuclear intensity, 48 h; Potency, µM (highest dose often 46.1 µM), without a hit: at the highest dose activity, positive = re-replication, most hits filed as activators; 2.9% of 350,000 active; AID 624296, 2012; further: potency means the concentration at half of the fitted maximal effect; % of control where 0% means no effect; nearly all actives have a fitted effect of over 50% in size
GLP1R cytotox: qHTS of GLP-1 Receptor Inverse Agonists: Cytotox Screen. HEK293 cAMP-luciferase reporter cells, luminescence, 24 h. Potency, µM (doses to about 38.3 µM), for the others: at the highest dose activity change, negative = inhibition, actives largely listed as inhibitors. 0.13% of 410,000 active;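 further: loss of luciferase light is scored as toxicity; potency means the concentration at half of the fitted maximal effect; on the % scale 0 is the no-effect control and ±100 the full control effect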
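Luminescence readout: signal drop marks cytotoxicity. Plated cells grew 12 h at 37 °C, 5% CO2, received 23 nL compound for 24 h, then got luciferase reagent, read after 12 min at RT.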
HT1080NT lethal: qHTS for induction of synthetic lethality in tumor cells producing 2HG: qHTS for the HT-1080-NT fibrosarcoma cell line; HT-1080-NT fibrosarcoma viability, CellTiter-Glo ATP luminescence, 48 h; Potency, µM (highest dose often 46.1 µM), without a hit: at the top dose activity, negative = less viability, hits mostly cytotoxic; 1.6% of 360,000 active; AID 686970, 2013;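 further: NT is the 2HG producing partner of a matched IDH1 knockdown line; potency means the concentration at half of the fitted maximal effect; 0% = DMSO-treated cells and -100% = media-only wells without cells; nearly all actives have a fitted effect of over 55% in size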
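Luminescent CellTiter-Glo readout after 48 hours of compound exposure at 37 degrees C defined viability of HT-1080-NT cells. Activity was normalized to DMSO wells and cell-free media wells; concentration-response curves were fitted and assigned curve classes.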
KB-V1 cytotox: qHTS assay for MDR1-selective chemotherapeutics: Primary screen using the drug-selected MDR subline cells KB-V1 | AID 1347076, 2019 | 3.4% of 400,000 active | Potency, µM (doses to about 46.1 µM), inactives show at the highest dose activity change, negative = cytotoxicity, most hits filed as cytotoxic | KB-V1 MDR cells viability, CellTiter-Glo, 72 h; further: potency means the concentration at half of the fitted maximal effect; on the % scale 0 is the no-effect control and ±100 the full control effect; nearly all actives have a fitted effect of over 60% in size
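Cytotoxicity toward P-gp-expressing KB-V1 cells was determined as loss of CellTiter-Glo luminescence after 72 h at 37 degrees C. Compounds were tested in quantitative HTS format across a concentration range, with curves fitted to normalized data.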
SW480 rereplic: A quantitative high throughput screen for small molecules that induce DNA re-replication in SW480 colon adenocarcinoma cells; AID 624297, 2012; 1.8% of 340,000 active; SW480 DNA re-replication, Hoechst DNA content imaging, 48 h; Potency, µM (top dose mostly 46.1 µM), inactives show at the top dose re-replication activation, actives largely listed as activators; further: potency means the concentration at half of the fitted maximal effect; % of control where 0% means no effect; nearly all actives have a fitted effect of over 55% in size
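Image-based read-out: total Hoechst fluorescence of nuclei (405 nm excitation, 500-530 nm emission), with hits raising the fraction of high-intensity nuclei. SW480 colon cells incubated 48 hr with compounds at 37 C.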
IL1B secr inh: qHTS for Inhibitors of Inflammasome Signaling: IL-1-beta AlphaLISA Primary Screen; THP-1 LPS/ATP IL-1B secretion, AlphaLISA, 16 h; active compounds read low; activity change, % at 57.5 µM; 4.7% of 360,000 active; in the data active means activity change below about -50%; inconclusive means mostly about -30% to -49%; further: on the % scale 0 is the no-effect control and ±100 the full control effect
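Secreted IL-1B measured by AlphaLISA bead assay after 16 h compound exposure of THP-1 cells; compounds (final up to 57.5 uM) added 1 h before LPS (250 ng/mL) and ATP (1.25 mM) stimulation; lower signal means less secretion.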
Numbers without * were called inactive; ? = inconclusive; . = not tested or not shown; [ ] = another dose, or the depositor's remark. Unless noted, the call rests on the fitted dose curve; in most records, active means well fitted curve in the direction sought with a large enough effect; inconclusive means small, poorly fitted or top-dose-only effect, or another doubt; inactive means no such curve, though single readings can be large; an effect the other way counts as inactive or inconclusive. Rows were taken by chance; overall some 11% were active at least once.

item	SMILES	HT1080 IDH1KD tx	KB-3-1 cytotox	DRD3 agonist	MCF10A rerep	GLP1R cytotox
1	CC(C)COC(=O)N(C)c1ccc(C(O)(C(F)(F)F)C(F)(F)F)cc1	?	?	-5	?	4%
2	Cc1ccccc1CC(=O)N1CCCc2ccccc21	-2%	-2%	-7	1%	0%
3	O=C(Cn1c(C(=O)N2CCN(C3CCCCC3)CC2)cc2sccc21)c1ccccc1	?	?	-15	1%	-40%
4	CC1CCCCN1C(=O)C1CCN(c2nc(-c3ccccc3)nc3c2CCC3)CC1 (stereo unspecified)	11%	21µM*	-8	?	?
5	CCCCCc1c(-c2ccc(Br)cc2)ncn1CCc1ccccc1OC	21µM*	?	19	.	?
6	COc1cc(Cl)c(C)cc1NC(=O)COC(=O)c1cnc(C)cn1	9%	-3%	-6	0%	8%
7	CCCCNC(=O)C1(C)CCCCN1C(=O)c1ccno1 (stereo unspecified)	13%	0%	4	.	1%
8	CCOc1ccc(CCNC(=O)CCc2c(C)nc3c(c(C)nn3-c3ccccc3)c2C)cc1OCC	.	-8%	1	.	1%

item	HT1080NT lethal	KB-V1 cytotox	SW480 rereplic	IL1B secr inh
1	?	?	2%	-19
2	4%	0%	0%	44
3	?	6.5µM*	-4%	?
4	-1%	-13%	0%	-15
5	16µM*	16µM*	.	-83*
6	11%	3%	3%	31
7	16%	2%	.	8
8	.	0%	.	.

Other structures.
item	SMILES	HT1080 IDH1KD tx	KB-3-1 cytotox	DRD3 agonist	MCF10A rerep	GLP1R cytotox
9	Cc1c(Cl)cccc1NC(=O)CCS(=O)(=O)c1ccc2c(c1)oc(=O)n2C	.	12%	1	.	-10%
10	OCCC1CN(CC2CCCCC2)CCN1CC1CCCCC1 (stereo unspecified)	5%	-3%	-37	2%	-4%
11	CN1c2ccccc2C(=O)C(=C2SCCCS2)S1(=O)=O	1%	6%	4	7%	-6%
12	CSc1ccc(OCC(=O)Nc2ccc(N3CCOCC3)c(Cl)c2)cc1	2%	.	3	?	13%
13	Cc1cccc(NC(=O)c2ccccc2Br)n1	-9%	-9%	-7	2%	-20%
14	CCOc1ccccc1-c1nc(-c2cc3ccc(C)cc3[nH]c2=O)no1	-2%	-11%	9	?	3%
15	COC(=O)c1ccc(CN2CCC(n3nccc3NC(=O)C3CC3)CC2)cc1	-11%	.	-37	5%	-9%
16	COc1cccc(CNC(=O)C2CCN(S(=O)(=O)c3ccc4c(c3)OCCO4)CC2)c1	0%	-6%	0	4%	-3%

item	HT1080NT lethal	KB-V1 cytotox	SW480 rereplic	IL1B secr inh
9	.	8%	.	.
10	7%	-4%	-1%	17
11	1%	-3%	-18%	25
12	0%	.	1%	-7
13	1%	4%	-6%	40
14	1%	?	1%	-22
15	0%	.	-7%	9
16	-2%	-20%	1%	-5

(continued)
item	SMILES	HT1080 IDH1KD tx	KB-3-1 cytotox	DRD3 agonist	MCF10A rerep	GLP1R cytotox
17	COc1cc(OC)c2c(=O)cc(-c3cccnc3)oc2c1	-5%	1%	-1	10%	-27%
18	COc1ccc(C2C(C#N)=C(N)Oc3n[nH]c(C)c32)cc1CN1CCN(c2ccc(F)cc2)CC1 (stereo unspecified)	-1%	2%	-6	?	-14%
19	CCN(CC)c1ccc(C2CC(=O)Nc3cc(OC)c(OC)cc32)cc1 (stereo unspecified)	-12%	-15%	-4	-1%	-21%
20	COc1ccc(OC)c2c(C)cc(N3CCN(C(=O)c4ccc(C)cc4)CC3)nc12	2%	-20%	2	-7%	8%
21	N#Cc1ccc(/C=N/NC(=O)c2ccccc2F)cc1	15%	2%	-6	-5%	1%
22	CC1CCCCN1C(=O)CSc1nnc(-c2cccs2)o1 (stereo unspecified)	13%	-1%	-7	2%	14%
23	C=CCN(C(=O)c1ccc2c(c1)nnn2C)c1ccccc1	13%	7%	-1	-23%	-17%
24	Cc1cccc(N2CCN(C(=O)CCNS(=O)(=O)c3ccc4c(c3)CCN4C(=O)C3CC3)CC2)c1C	.	-4%	5	.	-3%

item	HT1080NT lethal	KB-V1 cytotox	SW480 rereplic	IL1B secr inh
17	-9%	-3%	-11%	-18
18	4%	-18%	?	?
19	-17%	0%	0%	-19
20	-2%	-18%	4%	23
21	9%	0%	0%	-1
22	9%	-13%	-15%	-1
23	17%	7%	-25%	0
24	.	2%	.	.

The list continues:
item	SMILES	HT1080 IDH1KD tx	KB-3-1 cytotox	DRD3 agonist	MCF10A rerep	GLP1R cytotox
25	CCOC(=O)CCCC(=O)N1CCOCCOCCOCC1	3%	23%	9	-4%	0%
26	COc1cc2ccccc2cc1C(=O)NC(=S)Nc1nnn(C)n1	22%	-7%	1	-1%	-19%
27	c1ccc2c(c1)N1CCN=C1N2CCN1CCCCC1	0%	-3%	-14	-3%	?
28	Cc1cc(C)c(NC(=O)C2CC3CCC2C3)c(C)c1 (stereo unspecified)	5%	-1%	10	10%	-4%
29	COc1ccc(N2C(=O)C(Cc3ccccc3)NC2=S)cc1 (stereo unspecified)	1%	-10%	2	-5%	1%
30	Cc1ccccc1-c1nnc(SCC(=O)N2CCCc3ccccc32)o1	.	0%	3	.	0%
31	CCc1ccc(C(=O)COC(=O)CNC(=O)c2ccco2)cc1	6%	4%	0	-15%	0%
32	ONC(=Nc1ccccc1Cl)c1c(F)cccc1F	-7%	0%	-9	5%	6%

item	HT1080NT lethal	KB-V1 cytotox	SW480 rereplic	IL1B secr inh
25	-2%	12%	-9%	10
26	22%	-2%	-5%	7
27	0%	12%	2%	-10
28	6%	4%	-8%	19
29	-2%	5%	1%	9
30	.	-12%	.	.
31	9%	11%	-26%	16
32	-3%	-2%	-14%	0

New compounds follow.
item	SMILES	HT1080 IDH1KD tx	KB-3-1 cytotox	DRD3 agonist	MCF10A rerep	GLP1R cytotox
33	CN(C(=O)COC(=O)c1cc2ccccc2cc1O)c1ccccc1	-9%	-1%	0	-2%	-3%
34	COc1ccccc1Oc1ncnc2c1cnn2-c1ccccc1	-5%	-9%	-4	0%	4%
35	Cc1oc(-c2ccccc2)nc1C(=O)O	1%	0%	-2	-5%	5%
36	CC12CCC(=O)N1C(C(=O)OCC(=O)Nc1ccc(S(N)(=O)=O)cc1)CS2 (stereo unspecified)	10%	3%	-1	-4%	2%
37	COc1ccc(-c2noc(-c3ccc(N4CCN(c5ccc(OC)cc5)CC4)c([N+](=O)[O-])c3)n2)cc1	.	-8%	7	.	-3%
38	CSc1ncccc1C(=O)NCC(=O)Nc1ccc(F)c(F)c1	10%	.	-1	-2%	9%
39	O=C(CSc1nc2ccccc2c(=O)n1CCCN1CCOCC1)N1CCN(c2ccccc2)CC1	2%	-9%	-5	4%	-14%
40	CCOc1ccccc1/C=N/Nc1ccc(Cl)nn1	-8%	11%	3	-8%	-2%

item	HT1080NT lethal	KB-V1 cytotox	SW480 rereplic	IL1B secr inh
33	-5%	?	14%	-23
34	7%	-27%	0%	1
35	-1%	22%	-46%[inhibitor]	24
36	4%	-2%	0%	7
37	.	0%	.	.
38	4%	.	-3%	-2
39	2%	-14%	2%	-15
40	3%	21%	-1%	28

Carrying on.
item	SMILES	HT1080 IDH1KD tx	KB-3-1 cytotox	DRD3 agonist	MCF10A rerep	GLP1R cytotox
41	CC1=C(C(=O)OC2CCCC(C)C2)C(c2ccccc2)NC(=O)N1 (stereo unspecified)	7%	-2%	1	3%	-30%
42	Cc1ccc(NC(=O)CSCC(=O)NCc2cccc(C(F)(F)F)c2)cc1	-11%	3%	4	3%	4%
43	N/C(=N\c1nc2c(c(=O)[nH]1)CCC2)Nc1ccccc1C(F)(F)F	-16%	-1%	-1	?	4%
44	COc1cc(OC)cc(-c2ncc3ccccn23)c1	-20%	21µM*	-9	?	-19%
45	CCC(c1nc2ccccc2[nH]1)n1c(-c2cnccn2)nc2ccccc21 (stereo unspecified)	1%	-3%	2	.	-8%
46	COc1ccccc1N1CCN(c2ccc3c(c2)S(=O)(=O)c2cccc(C(=O)NCc4ccc(F)cc4)c2C3=O)CC1	-1%	-2%	16	.	3%

item	HT1080NT lethal	KB-V1 cytotox	SW480 rereplic	IL1B secr inh
41	0%	-17%	-2%	-8
42	-14%	0%	-3%	15
43	0%	-17%	16%	37
44	-3%	?	-2%[9.22 µM]	-9
45	-11%	-9%	.	?
46	-4%	-11%	.	-6
